M1 antag: human M1 muscarinic receptor antagonists, primary screen, CHO-K1 cells, Fluo-8 calcium fluorescence, 1536-well. 360,000 compounds, 1.3% hits. Muscarinic acetylcholine receptor M1 (Homo sapiens), P11229. inhibition, % at 3 µM. CHO-K1 hM1, ACh EC80 antagonist;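 active = percent inhibition above its own plate's cutoff, namely the mean of that plate's compound wells plus 3 SD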;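 note: peak over basal fluorescence ratio during 140 s after agonist addition; 0% = ACh EC80 plus DMSO and 100% = DMSO alone without agonist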
Target sequence (P11229 whole entry, looked up): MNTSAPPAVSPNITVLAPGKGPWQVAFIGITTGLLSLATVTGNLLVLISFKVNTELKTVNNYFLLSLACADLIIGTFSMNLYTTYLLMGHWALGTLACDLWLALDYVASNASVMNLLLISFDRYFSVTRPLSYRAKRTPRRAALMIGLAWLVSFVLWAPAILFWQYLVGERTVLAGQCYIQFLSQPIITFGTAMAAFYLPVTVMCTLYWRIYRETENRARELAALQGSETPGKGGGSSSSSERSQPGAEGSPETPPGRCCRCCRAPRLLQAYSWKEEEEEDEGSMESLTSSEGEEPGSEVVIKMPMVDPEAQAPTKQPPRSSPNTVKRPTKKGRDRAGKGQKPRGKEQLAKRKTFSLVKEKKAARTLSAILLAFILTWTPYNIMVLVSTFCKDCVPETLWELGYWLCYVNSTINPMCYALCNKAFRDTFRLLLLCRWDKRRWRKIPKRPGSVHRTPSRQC
CHRM1 PAM: human M1 muscarinic receptor positive allosteric modulators, primary screen, CHO-K1 cells, Fluo-8 calcium fluorescence, 1536-well | Muscarinic acetylcholine receptor M1 (Homo sapiens), P11229 | CHO-K1 hM1, ACh EC20; 0% = ACh EC20, 100% = maximal ACh | activation, % at 3 µM | 360,000 compounds, 0.088% hits; in the data active = activation above about 19%, passing the limit was not always enough
CHRM5 antagonist: human M5 muscarinic receptor antagonists, primary screen, CHO cells, Fluo-8 calcium fluorescence; 360,000 compounds, 0.59% hits; inhibition, % at 3 µM; Muscarinic acetylcholine receptor M5 (Homo sapiens), P08912; CHO-hM5 cells, ACh EC80;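 active = inhibition above a per-plate cutoff, the mean of that plate's test compounds plus 3 SD, cut at about 27% in these data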;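 note: 0% = acetylcholine EC80 with DMSO and 100% = DMSO without agonist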
Target sequence (P08912 whole entry, looked up): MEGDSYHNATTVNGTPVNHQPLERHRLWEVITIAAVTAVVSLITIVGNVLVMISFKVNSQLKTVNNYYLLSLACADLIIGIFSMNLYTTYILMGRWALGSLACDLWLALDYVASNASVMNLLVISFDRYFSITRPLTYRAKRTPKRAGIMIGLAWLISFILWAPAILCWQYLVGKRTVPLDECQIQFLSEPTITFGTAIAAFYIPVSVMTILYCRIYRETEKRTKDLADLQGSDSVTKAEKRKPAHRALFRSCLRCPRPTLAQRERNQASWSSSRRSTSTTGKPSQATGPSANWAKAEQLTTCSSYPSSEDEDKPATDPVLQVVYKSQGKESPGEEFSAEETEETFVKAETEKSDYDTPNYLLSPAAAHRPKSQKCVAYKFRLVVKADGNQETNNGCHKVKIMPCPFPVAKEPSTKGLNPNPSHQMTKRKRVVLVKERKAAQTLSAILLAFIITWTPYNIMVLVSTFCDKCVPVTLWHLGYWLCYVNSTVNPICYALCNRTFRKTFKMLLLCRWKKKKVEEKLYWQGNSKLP
M5 ag: human M5 muscarinic receptor agonists, primary screen, CHO-K1 cells, Fluo-8 calcium fluorescence; CHO-K1 hM5 cells; 0% DMSO wells, 100% maximal acetylcholine response; activation, % at 3 µM; 360,000 compounds, 0.19% hits; AID 624037, 2012;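 active = activation above the run's mean over test compounds plus 3 SD, cut at about 23% in these data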;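 note: signal is peak over basal fluorescence ratio across the kinetic read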
TAAR1 ag: human TAAR1 agonists, primary screen, Fluo-8 calcium fluorescence, CHO RD-HGA16 cells | AID 624467, 2012 | vehicle wells 0%, saturating PEA agonist 100% | 360,000 compounds, 0.99% hits | activation, % at 3 µM;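 active = activation above the mean activation of all test compounds in the run plus 3 SD, cut at about 38% in these data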
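Test system: RD-HGA16 (CHO) cells co-expressing Gα16 and hTAAR1; dosing: one-point dosing at 3 µM (nominal); timing: 17-24 h seeding, 75 min 37 °C dye, 30 min RT; signal: kinetic Fluo-8 calcium fluorescence; read-out basis: % activation relative to PEA EC100 response; controls: DMSO and PEA EC100; replicates: n 1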
M5 PAM: human M5 muscarinic receptor positive allosteric modulators, primary screen, CHO-K1 cells, Fluo-8 calcium fluorescence; CHO-K1 hM5, ACh EC20 PAM; 0% = ACh EC20, 100% = ACh EC100; activation, % at 3 µM; 360,000 compounds, 0.3% hits; AID 624038, 2012;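 active = activation above the run cutoff, the mean activation of all test compounds plus 3 SD, cut at about 18% in these data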
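System: CHO-K1 hM5 cells. Reagent: acetylcholine, EC20 level. Compound dosing: single dose, 3 µM nominal final test concentration. Timing: Post-acetylcholine fluorescence recording 140 s. Detection: Fluo-8 calcium fluorescence. Read-out: % activation, ACh-normalized. Benchmarks: ACh EC20 and EC100 wells. Repeats: singlicate, one well per test compound.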
CHRM4 agonist: human M4 muscarinic receptor agonists, primary screen, CHO-K1 cells, Fluo-8 calcium fluorescence | Muscarinic acetylcholine receptor M4 (Homo sapiens), P08173 | 360,000 compounds, 0.14% hits | CHO-K1 hM4/Gqi5; vehicle 0%, full acetylcholine response 100% | activation, % at 3 µM | AID 624127, 2012;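 active = activation above the run mean over all test wells plus 3 SD, cut at about 32% in these data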;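 note: peak over basal fluorescence ratio per well then scaled between controls; 0% = DMSO wells and 100% = acetylcholine at EC100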
M4 antag: human M4 muscarinic receptor antagonists, primary screen, CHO cells, Fluo-8 calcium fluorescence. Muscarinic acetylcholine receptor M4 (Homo sapiens), P08173. CHO-hM4 cells, ACh EC80. inhibition, % at 3 µM. 360,000 compounds, 0.73% hits. AID 624125, 2012;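 active = inhibition above its plate's cutoff, the mean inhibition of sample wells plus 3 SD, cut at about 27% in these data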;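 note: 0% = acetylcholine EC80 with DMSO and 100% = DMSO without agonist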
CHRM1 agonist: human M1 muscarinic receptor agonists, primary screen, Fluo-8 calcium fluorescence, CHO-K1 cells, HTS. CHO-K1 hM1, agonist mode; 0% DMSO, 100% acetylcholine EC100. activation, % at 3 µM. 360,000 compounds, 0.33% hits. AID 588814, 2011;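 active = activation above the run's mean compound activation plus 3 SD, cut at about 16% in these data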;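 note: peak over basal fluorescence ratio within a 140 s kinetic read after compound addition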
* marks the source's active call; other numbers are inactive results; / = no result given.

nr	SMILES	TAAR1 ag	M5 ag	CHRM5 antagonist	M1 antag	CHRM1 agonist	CHRM1 PAM	M5 PAM	M4 antag	CHRM4 agonist
1	COc1ccc(NC(=O)C2CC(=O)N/C(=N/NC(=O)c3ccc(Cl)cc3)S2)cc1 (centres undefined)	9	1	-2	-14	-4	5	4	-15	0
2	CCCCC(=O)Nc1nc2ccc(C(=O)OC)cc2s1	6	-2	7	-6	-10	0	-9	6	-1
3	Cc1cc(C)cc(C(=O)NCCCN2CCOCC2)c1	1	0	2	-8	-4	10	9	1	1
4	CN1OC[C@@H]2CN[C@H](c3cccc(-c4ccc(C#N)cc4)c3)C[C@@H]21	1	1	-15	5	-10	-6	4	-5	1
5	O=C(CNc1n[nH]c(=O)[nH]c1=O)N/N=C/C1CC=CCC1 (centres undefined)	2	-1	-2	-12	-3	7	11	-4	1
6	CCn1c(Cl)c(C=O)s/c1=N\S(=O)(=O)c1ccccc1	5	-9	33*	-3	-5	5	-18	74*	2
7	CC(=O)Nc1cc(-c2ccc(F)cc2)[nH]n1	1	1	7	-5	-3	5	4	0	1
8	CN(C(=O)COC(=O)Cc1ccc(Br)cc1)c1c(N)n(Cc2ccccc2)c(=O)[nH]c1=O	1	0	7	-13	-2	6	-6	-12	1
9	CC(=O)N1CCN(CC(=O)Nc2ccccc2C(=O)Nc2ccccc2)CC1	8	4	6	9	-3	-4	-9	5	5
10	CCOC(=O)N1CCC2(CC1)C(C#N)=C(N)Oc1n[nH]c(C)c12	4	0	-4	-43	2	8	-2	-1	0
11	Cc1cc(NC(=O)Cn2nc([N+](=O)[O-])c(Br)c2C)no1	2	-4	7	-14	-5	6	0	2	0
12	O=C1NC[C@@H](CCCCN2C[C@H](Cc3ccccc3)N(CC3CCCCC3)C(=O)C2=O)N(Cc2ccccc2)C1=O	36	12	-5	/	/	/	5	-8	26
13	O=C(/C=C/[C@H]1O[C@@H](n2cnc3c(NC(=O)c4ccccc4)ncnc32)[C@H](O)[C@@H]1O)NCC1CCCO1 (some centres undefined)	0	2	3	-1	3	8	0	-2	0
14	COc1cccc(NC(=O)CSc2nnc(CNC(=O)c3ccccc3)n2C)c1	0	0	-2	-11	-2	12	-4	-7	1
15	O=C(CNC(=O)c1ccco1)OCc1ccccc1Cl	1	2	20	-7	-1	10	-8	0	1
16	Cn1c(=O)c(=O)n(C)c2cc(S(=O)(=O)CCC(=O)N3CCCCC3)ccc21	0	-1	3	-12	-3	4	-4	-17	-1
17	CCCCn1c(N)c(N(CC(C)C)C(=O)Cc2ccc3c(c2)OCCO3)c(=O)[nH]c1=O	1	-2	0	-6	-3	4	-2	-32	1
18	COc1ccccc1-c1cnn2c(NCCc3ccccc3)cc(C)nc12	0	-5	1	12	-10	-14	-8	-14	1
19	O=C(CSc1cn(CCNC(=O)c2cccs2)c2ccccc12)NCc1ccccc1	1	2	-1	8	-4	-9	-10	-9	17
20	Cc1ccc(-c2nc3cnccn3c2Nc2ccc3c(c2)OCCO3)o1	4	2	3	-5	2	2	-4	1	0

(cont.)
nr	SMILES	TAAR1 ag	M5 ag	CHRM5 antagonist	M1 antag	CHRM1 agonist	CHRM1 PAM	M5 PAM	M4 antag	CHRM4 agonist
21	O=C(Nc1ccc(N2CCN(C(=O)c3ccccc3)CC2)cc1)c1ccc2c(c1)OCO2	4	-6	5	-6	0	3	-12	-5	7
22	COc1cccc(NC(=S)N(CCCN2CCCC(C)C2)Cc2cccs2)c1 (centres undefined)	1	-16	14	13	-8	-9	-1	-1	1
23	COc1ccc(CCNC(=O)CN2C(=O)NC3(CCCCC3)C2=O)cc1	2	-2	12	-26	-2	15	1	-11	1
24	O=C(/C=C/c1cccs1)NC(=S)Nc1ccc(C(=O)O)cc1	29	-2	-18	-14	-4	10	14	-13	0
25	CN1CCN(S(=O)(=O)c2ccc(NC(=O)c3ccccc3Cl)cc2)CC1	5	-4	7	-12	-1	12	-4	2	1
26	COc1ccccc1-c1nc(SCC(=O)N2CCOCC2)n[nH]1	10	-1	-5	8	-6	-3	-1	-1	0
27	Cc1nc2ccccc2n1CC(=O)OCC(=O)NC1CC1	2	-1	9	-9	-5	9	5	-7	0
28	C=CCOc1ccccc1CNCCNC(=O)c1nonc1N	1	0	0	-3	-7	3	1	-15	1
29	O=C(C1CCCN(S(=O)(=O)c2cccnc2)C1)N1CCn2c1nc1ccccc12 (centres undefined)	-1	2	-5	-14	4	15	-4	-8	6
30	Cc1cc(C)nc(SCCCNCc2ccc(Br)cc2)n1	9	-19	7	8	27*	-10	-12	8	6
31	COc1ccc(CSC2=NCCN2)cc1Cl	11	-6	12	9	-9	-9	-12	7	1
32	CCN(CC)C(=S)SC1CCCCN(C(=O)c2ccc(F)cc2)C1=O (centres undefined)	7	-4	-8	1	-15	2	7	-14	3
33	N=c1sccn1CC(=O)Nc1ccccc1-c1ccccc1	5	-8	-5	23	-5	-8	-1	-5	0
34	COc1ccc(Cl)cc1NC(=O)CNCC(c1ccccc1)N(C)C (centres undefined)	2	-11	7	19	-8	-15	-1	0	2
35	O=C1Nc2ccc(Br)cc2C1Cc1ccccc1F (centres undefined)	6	-2	11	0	-5	5	1	1	4
36	CC1(CCBr)C(=O)N(c2ccccc2)c2ccccc21 (centres undefined)	7	-1	5	-14	-6	9	-1	-6	-1
37	COc1ccc(N/C=C/C(=O)c2cc(OC)c(OC)c(OC)c2)cc1	0	0	1	-13	-4	2	-7	-13	1
38	COc1ccc(S(=O)(=O)NCC2CCC(C(=O)NCc3ccc(F)cc3)CC2)cc1 (centres undefined)	3	0	17	-4	-3	1	-3	10	1
39	COc1ccccc1N1CCN(C(=O)CCn2c(=O)[nH]c3ccccc3c2=O)CC1	3	-2	0	5	-2	-5	2	5	0
40	CCc1ccc(OCC(=O)Nc2ccc(S(=O)(=O)Nc3ccccn3)cc2)cc1	18	15	-1	-5	14	7	-4	-14	12

The list goes on.
nr	SMILES	TAAR1 ag	M5 ag	CHRM5 antagonist	M1 antag	CHRM1 agonist	CHRM1 PAM	M5 PAM	M4 antag	CHRM4 agonist
41	CN(CCc1ccccc1)C(C(=O)Nc1ccc2c(c1)OCCO2)c1ccnc2ccccc12 (centres undefined)	61*	5	2	11	2	-9	-10	2	5
42	Clc1ccc(-c2ccc(C=Nc3ccc(N4CCOCC4)cc3)o2)cc1	54*	-1	7	-12	-8	-8	-9	2	5
43	CCOc1cc(/C=N/NC(=O)C(N)=O)cc(Br)c1O	11	0	4	16	-2	-4	-3	5	1
44	CCN(CC(=O)NC(C)(C)C)C(=O)c1ccc(Br)cc1	2	0	-1	-3	-2	7	10	-4	0
45	COc1ccc(/C=N/OCC(=O)Nc2cc(C)on2)cc1OC	1	1	-3	-10	-1	9	-5	-5	1
46	CCCCOc1cccc(C(=O)Nc2ccc(NC(=O)c3ccco3)cc2)c1	0	-2	7	12	-5	-4	1	10	0
47	CN(CC(=O)NNC(=O)CCNS(=O)(=O)c1ccccc1)S(=O)(=O)c1ccc(Cl)cc1	-1	3	1	-2	-2	1	-4	-8	0
48	COc1cc(/C=N/NC(=O)CCN2CCN(C(c3ccccc3)c3ccccc3)CC2)ccc1O	3	-10	-2	28*	-11	-28	-13	16	2
49	O=C(Nc1ccc(N2CCCC2)c(Cl)c1)c1ccc([N+](=O)[O-])o1	0	0	1	0	-4	4	6	5	1
50	CC(=O)Nc1cn(-c2ccccc2)nc1-c1ccccc1	3	-5	4	-6	-5	9	6	-2	1
51	Cc1ccc(S(=O)(=O)NCCC(=O)Nc2ccc(S(=O)(=O)NC(C)C)cc2)cc1	4	-3	5	-19	-3	19	-1	-10	0
52	CCOc1ccc2nc(SCc3cccc(C)c3)nc(C)c2c1	1	2	11	9	-1	-1	-14	-5	13
53	CCCS(=O)(=O)NC(=O)C1(C)CCN(C(=O)c2c(F)ccc(C)c2F)C1 (centres undefined)	1	0	0	-26	1	18	0	-5	0
54	O=C(NCc1ccc(F)cc1)C(Cc1ccccc1)n1cccc1 (centres undefined)	1	-17	-3	16	-5	-14	-4	-6	0
55	O=C(O)c1ccc(N=C2SCC(=O)N2Cc2ccccc2)cc1	0	0	7	-2	-4	5	6	-13	2
56	COc1ccc(CNC(=O)c2c(F)c(F)c(F)c(F)c2F)cc1	2	-3	-11	-5	-13	7	4	1	1
57	CCCCNC(=O)c1onc(CS(=O)(=O)c2ccccn2)c1C(=O)NCCCC	11	4	-1	-3	-3	4	6	-1	1
58	O=C(C1CCCCC1)N1CCC(c2nc3c(nnn3Cc3c(F)cccc3Cl)c(=O)[nH]2)CC1	0	-1	10	-24	1	14	-1	-3	1
59	COc1ccc(CN(C)Cc2cc(=O)n3ccsc3n2)c(OC)c1OC	1	-3	6	1	-5	4	4	5	1
60	CCOc1ccc(C2/C(=C(\O)c3ccc4c(c3)OCCO4)C(=O)C(=O)N2CCCN2CCOCC2)cc1OC (centres undefined)	2	-2	-4	-10	-3	10	5	-5	1

More structures.
nr	SMILES	TAAR1 ag	M5 ag	CHRM5 antagonist	M1 antag	CHRM1 agonist	CHRM1 PAM	M5 PAM	M4 antag	CHRM4 agonist
61	O=C(CN1CCOCC1)Nc1ccccc1	6	7	-11	-12	1	15	7	-3	1
62	Cn1c(=O)c2c(nc(CN3CCC(C(N)=O)CC3)n2Cc2c(F)cccc2Cl)n(C)c1=O	8	3	3	12	0	-4	-7	8	1
63	CCN1CCN(C(=O)c2nn(-c3ccc(C)cc3)c(=O)c3c2c2ccccc2n3C)CC1	5	-4	-3	-11	-2	5	0	5	3
64	Cc1cccc(NC(=O)NC(C)C(c2cccs2)N2CCOCC2)c1 (centres undefined)	-1	1	4	-7	-5	0	-3	-1	2
65	O=C(NCc1ccco1)c1[nH]c(C(F)(F)F)nc1-c1ccccc1	7	2	1	-27	-1	3	-4	-4	2
66	O=C(CNC(=O)c1cccc(N2C(=O)c3ccccc3C2=O)c1)Nc1ccc(F)c(F)c1	7	3	0	-6	0	7	6	-1	0
67	CCCCc1cn([C@@H](CCCCNC(=O)OC(C)(C)C)C(=O)N2CCN(C(=O)OC(C)(C)C)CC2)nn1	8	1	10	-5	-5	5	-12	5	6
68	COc1ccc(N2CCN(C(=O)[C@H](Cc3c[nH]c4ccccc34)NC(C)=O)CC2)cc1	3	1	-4	-4	-3	4	2	0	2
69	CCOC(=O)CNC(=O)C1c2cc(OC)c(OC)cc2C(=O)N(C)C1c1ccccc1F (centres undefined)	8	-7	5	-10	-3	8	16	6	0
70	Cc1nnc(SCC(=O)Nc2sc3c(c2C(N)=O)CCCC3)[nH]c1=O	4	-2	3	-2	-2	1	0	-3	0

High-throughput results (PubChem)

Not all compounds are listed (hit frequency here may not be typical).
